RmlC RmlD mix: RmlC/RmlD inhibition, mixture screen; RmlC/RmlD coupled enzyme inhibition, 384-well mixture HTS; inhibition, % at 5.5 µM; actives 0.39% (n = 110,000); AID 1532; in the data active means inhibition above about 30%, passing the limit was not always enough; further: strong numbers were not always called active
RT RNaseH block: inhibitors of HIV-1 reverse transcriptase RNase H; P04585; inhibition, % at 10 µM; actives 1.9% (n = 65,000); AID 565; RT-RNase H RNA/DNA duplex cleavage, fluorescence; in the data active means inhibition above about 50%
Active calls of the source: *; . = not tested or not shown. A portion of the library. The share of hits here may be higher or lower than overall.

compound	RmlC RmlD mix	RT RNaseH block
COc1ccc(-c2cc3nc(C)c(CCC(=O)N4CCCCC4)c(C)n3n2)c(OC)c1	.	-22.3
Cc1ccc(NC(=S)Nc2ccc(Br)cc2)cc1	6.3	.
CC1=CC(C)(C)N2C(=O)C3(C(C#N)=C(N)OC4=C3C(=O)CC(C)(C)C4)c3cc(C)cc1c32 (stereo not given)	14.2	.
O=C(NCc1ccccc1)c1ccc(C(=O)N(C2CCCCC2)C2CCCCC2)cc1	6.4	.
CC(C)COC(=O)N1CCCC1C(=O)Nc1nccs1 (stereo not given)	-8.7	5.8
FC(F)(F)C(F)(F)C(F)(F)c1nnc2ccc(N3CCOCC3)nn12	-11.0	-0.6
COC(=O)CNC(c1ccccc1)c1cc(Br)ccc1NC(=O)OCc1ccccc1 (stereo not given)	4.6	.
O=C(O)CCC(=O)Nc1ccc(Br)c(Cl)c1	6.1	.
Cc1cc(N2CCCC2=O)cc(C)c1S(N)(=O)=O	-10.6	-12.0
Cc1noc(C)c1S(=O)(=O)N1CCCC(C(=O)N2CCC(C)CC2)C1 (stereo not given)	-14.4	-7.2
CN(Cc1ccccc1)C(=O)CCn1c(=O)oc2ccccc21	-4.1	-15.6
Cc1sc(NC(=O)C2CC=CCC2C(=O)O)c(C(=O)OC(C)C)c1C (stereo not given)	10.1	.
COc1ccccc1N1CCN(C(=O)Cn2c(=O)[nH]c3ccsc3c2=O)CC1	5.6	.
CC(=O)OC(C(=O)NC1CCCCC1)c1ccc(Cl)cc1 (stereo not given)	-7.4	.
c1ccc(CCn2nnnc2C(c2cccs2)N2CCN(Cc3ccc4c(c3)OCO4)CC2)cc1 (stereo not given)	-12.8	0.2
COc1ccccc1-c1nnc(SCC(=O)N2CCOCC2)n1-c1ccccc1	-14.6	.
Cc1ccnc(N2CCC(C(=O)Nc3ccc4c(c3)OCO4)CC2)n1	-8.8	-11.8
N#Cc1ccc2ccn(CC(=O)NC3CCCCC3)c2c1	-7.5	-18.6
Cc1nc2ccccn2c1C(=O)CSc1ccc(Cl)cc1Cl	63.5	.
Cc1c(NC(=O)/C=C/c2cccs2)c(=O)n(-c2ccccc2)n1C	9.4	.

More records:
compound	RmlC RmlD mix	RT RNaseH block
N#CC(C(=O)O)=C1CCCC1	1.8	-2.2
COc1ccc(S(=O)(=O)Nc2ccc3ccccc3c2)cc1C	7.1	.
Cc1ccc(NC(=O)C2(S(=O)(=O)c3ccc(C)cc3)CC2)cc1	-12.8	.
COc1ccc(C(=O)n2cnc(N)n2)cc1	-10.3	-8.7
CCn1c(SCc2nc3ccccc3[nH]2)nnc1-c1ccccc1OC	-7.5	-6.3
O=C1C(=O)N(CCN2CCOCC2)C(c2ccccn2)/C1=C(/O)c1ccc(F)cc1 (stereo not given)	6.7	-9.6
N#Cc1c(NC(=O)COC(=O)C2CC3C=CC2C3)oc(-c2ccccc2)c1-c1ccccc1 (stereo not given)	12.0	37.8
CCSc1cnn(-c2ccccc2)c(=O)c1SCC	-8.5	.
Cc1cc(C(=O)NN)c2cc(Br)ccc2n1	-9.1	.
COc1ccc(NC(=O)c2cnc3sccn3c2=O)cc1	-3.6	-21.2
CC(c1cccs1)N(Cc1ccco1)C(=O)Nc1ccc(Cl)c(Cl)c1 (stereo not given)	6.5	.
CCOC(=O)c1sc(NC(=O)c2cccs2)nc1C	-11.1	.
Cc1ccc(NC(=O)c2ccccc2Cl)c(Cl)c1	0.1	.
Clc1ccc(Cn2ncc3c(NCc4ccco4)ncnc32)c(Cl)c1	-0.7	-34.2
CC(CNC(=O)C(C)C)NC(=O)C(C)C (stereo not given)	3.7	.
CC(C)CCN1C(=O)c2ccc(C(=O)NCc3ccco3)cc2C1=O	-7.3	-3.4
O=C(O)CN=C(NS(=O)(=O)c1ccc(Cl)cc1)c1ccccc1	10.8	.
O=C(O)c1n[nH]c2c1CCCC2	-5.1	-5.4
Cc1cccc(C)c1OC1(c2ccccc2)OC(=O)c2ccccc21 (stereo not given)	-2.7	.
CCOc1ccc2[nH]c(=S)[nH]c2c1	6.4	.

Carrying on:
compound	RmlC RmlD mix	RT RNaseH block
COc1ccc(CNC(=O)Cc2ccc(OC)c(S(=O)(=O)N3CCOCC3)c2)cc1	19.6	2.4
COc1cccc2[nH]c3c(=O)n(CCN(C)C)cnc3c12	3.4	-10.3
O=C(Cn1c(CN2CCCCC2)nc2ccccc2c1=O)NC1CCCCC1	.	0.5
Cc1cc(C)c2c(=O)[nH]c(SCC(=O)NCc3ccccc3)nc2n1	-16.3	.
Cc1cc(C)nc(Nc2n[nH]c(-c3ccccc3Br)n2)n1	-4.7	-4.3
CCOC(=O)N1CCC(NC(=O)CSCc2cnn(-c3ccccc3)c2-n2cccc2)CC1	-12.9	-5.3
CCNC(=O)CC1C(=O)N(c2ccc(C)cc2)C(=O)N1CCc1ccc(OC)c(OC)c1 (stereo not given)	3.9	.
c1ccc(CNC2=NCCCCC2)cc1	-0.5	-9.5
COc1ccc(N2CCN(C(=O)Cc3ccc(-n4c(=O)[nH]c5ccccc5c4=O)cc3)CC2)cc1	100.1	5.2
CCn1c(=NC(=O)CSC(C)=O)sc2cc(F)ccc21	1.2	-11.7
O=C(OCCN1CCOCC1)c1cccs1	-7.0	.
COc1ccc(Nc2nc(N3CCCCC3)nc(N3CCCCC3)n2)c(OC)c1	7.8	11.1
CCN(CC)S(=O)(=O)c1cccc2cccnc12	4.5	.
CCC(C)Sc1nc2c(cnn2-c2ccc(C)c(C)c2)c(=O)[nH]1 (stereo not given)	10.1	47.5
CC(=O)Nc1ccc(NC2(C)C(=O)c3ccccc3C2=O)cc1	2.6	-2.7
Cc1ccc(C2=NOC(c3nnc(-c4ccccc4)o3)C2)cc1 (stereo not given)	-16.3	.
COc1cccc(C(=O)NC2CCN(C(=O)N3CCCCC3)CC2)c1	9.4	-14.3
NC1=NC[C@H](Cc2ccc(O)cc2)N1CCc1cccc2ccccc12	4.7	.
CCc1nnc(NC(=O)C(=O)NCCOC(=O)c2ccccc2)s1	0.5	.
O=C(Cn1cnc2ccccc2c1=O)Nc1nnc(SCc2ccccc2)s1	-8.2	.

The list goes on; the last two above are carried over.
compound	RmlC RmlD mix	RT RNaseH block
CCc1nnc(NC(=O)C(=O)NCCOC(=O)c2ccccc2)s1	0.5	.
O=C(Cn1cnc2ccccc2c1=O)Nc1nnc(SCc2ccccc2)s1	-8.2	.
Cc1c(C)n(C(=O)CN2CCN(c3ccccc3)CC2)c2ccccc12	7.1	.
O=C(Nc1cccnc1)c1scc2c1OCCO2	-13.9	-10.5
Cc1cc(NC(=O)CSC2=NCCS2)no1	-0.1	4.3
CCCCCCCCCCCCN1[C@@H](CC(=O)O)c2cc(C(F)(F)F)ccc2S1(=O)=O	-7.9	.
COc1ccc(S(=O)(=O)CCC(=O)O)cc1	7.5	-11.4
COc1ccc(NC(=O)C2C3C=CC(C3)C2C(=O)NCc2ccco2)cc1 (stereo not given)	-1.4	-6.5
COc1ccc(Cn2nnnc2C(c2cccs2)N2CCCCCC2)cc1 (stereo not given)	-38.3	.
CCN(CC(=O)NCc1ccc(F)cc1)Cc1nc2cc(Cl)ccc2c(=O)[nH]1	-22.7	.
O=C(NCCCCc1ccccc1)C1CC(c2ccccc2C(F)(F)F)=NO1 (stereo not given)	4.5	.
Cn1c(CSc2ncccn2)nnc1SCC(=O)N1CCCCC1	-12.4	4.5
COc1cc2c(cc1OC)C1=NC(=O)CN1C(SCc1ccccc1C)=N2	-33.7	.
NS(=O)(=O)c1ccc(CNC(=O)NC2(c3ccccc3)CC2)cc1	-13.2	-4.2
Cc1ccc(N(CC(O)CN2CCOCC2)S(=O)(=O)c2ccc3ccccc3c2)cc1 (stereo not given)	10.6	-7.3
O=C1C(=O)c2ccc(-c3ccccc3)cc2-c2ccccc21	-8.3	.
CCCOC(=O)c1ccc(Oc2c(-c3ccc(OCC)cc3O)n[nH]c2C)cc1	-7.4	12.4
CN(C)c1ccc(N=c2sc3ccccc3n2C)cc1	-14.4	.
O=C1C(Cl)=C(N2CCOCC2)C(=O)N1CCc1ccccc1	-12.2	-12.7
CC(C)c1nc2n[nH]c(N)c2c2c1CCC2	3.0	-2.7
Cc1ccccc1N1CCN(c2ncnc3c2cnn3Cc2ccc(Cl)cc2)CC1	-7.1	-2.5
CSCc1cc(N2CCOCC2)nc(SCc2ccc(Cl)c(Cl)c2)n1	10.8	.

Going on with the list.
compound	RmlC RmlD mix	RT RNaseH block
CCOC(=O)c1[nH]c2ccc(F)cc2c1NC(=O)C1=COCCO1	21.6	6.0
O=C(COc1ccc(S(=O)(=O)NC2CCCCC2)cc1Cl)Nc1ccc2c(c1)OCO2	-8.8	.
Cc1cc(=O)oc2cc(OC(C)C(=O)O)c(Cl)cc12 (stereo not given)	-4.9	-12.4
Cc1c(-c2ccco2)[n+](=O)c2c(n1[O-])CCC2	0.4	-0.5
Cc1ccsc1/C=N/n1c(-c2ccco2)n[nH]c1=S	6.2	.
O=C(Cc1c(O)c2ccccc2[nH]c1=O)NCc1ccccc1	6.6	.
COc1cccc(-c2cc(C(=O)Nc3cccnc3)no2)c1	-9.0	.
Cc1ccc(S(=O)(=O)N2CCOC2CNC(=O)C(=O)NCc2cccnc2)cc1 (stereo not given)	2.5	.
CC(C)COC(=O)C1C2C=CC3(CN(C(C)c4ccc(Br)cc4)C(=O)C13)O2 (stereo not given)	9.5	4.7
O=C(CSc1nccn1-c1ncc(C(F)(F)F)cc1Cl)c1ccc(Br)cc1	-13.5	.
O=C(Cn1c(SCc2ccccc2)nc2ccccc21)N1CCOCC1	-16.2	.
CN(C)C(/C=C/Nc1ccc(C#N)cc1)=C(C#N)C#N	10.5	.
c1ccc(-c2ccc(Oc3cc(N4CCOCC4)nc(-c4ccccc4)n3)cc2)cc1	-11.4	.
O=C(NCCN1CCN(c2ccccc2)CC1)c1cccn2c(=O)c3cc(Cl)ccc3nc12	-5.8	-37.1
COc1ccccc1NS(=O)(=O)c1cc([N+](=O)[O-])ccc1N/N=C/c1c(C)[nH]c2ccccc12	2.7	.
COc1ccc(CCNCc2ccc(OC)c(OC)c2OC)cc1	5.6	.
CCOC(=O)C1C(=O)CC(C)(O)C(C(=O)OCC)C1c1cccs1 (stereo not given)	-14.1	-2.3
CC(=O)Nc1ccc(SCC(=O)c2cc(C)n(Cc3cccs3)c2C)cc1	.	17.4
COc1ccc2[nH]c(=O)c(C(c3nnnn3C(C)(C)C)N(Cc3ccco3)CC3CCCO3)cc2c1 (stereo not given)	4.8	1.4
O=C(NCc1ccco1)c1cccc(-c2nnc(-c3ccccc3)o2)c1	6.7	-11.2

Taken from above:
Entry of `CCOC(=O)C1C(=O)CC(C)(O)C(C(=O)OCC)C1c1cccs1` (stereo not given) under RmlC RmlD mix: -14.1
Entry of `N#CC(C(=O)O)=C1CCCC1` under RT RNaseH block: -2.2

Of the compounds above, these contain a CF3 group:
compound	RmlC RmlD mix	RT RNaseH block
FC(F)(F)C(F)(F)C(F)(F)c1nnc2ccc(N3CCOCC3)nn12	-11.0	-0.6
CCCCCCCCCCCCN1[C@@H](CC(=O)O)c2cc(C(F)(F)F)ccc2S1(=O)=O	-7.9	.
O=C(NCCCCc1ccccc1)C1CC(c2ccccc2C(F)(F)F)=NO1 (stereo not given)	4.5	.
O=C(CSc1nccn1-c1ncc(C(F)(F)F)cc1Cl)c1ccc(Br)cc1	-13.5	.

New compounds follow
compound	RmlC RmlD mix	RT RNaseH block
COc1ccc(NC(=O)CC2COc3ccccc3O2)c(OC)c1 (stereo not given)	6.7	.
COc1cc(CNCCO)ccc1OC1CCCC1	4.0	.
COC(=O)C(NNc1ccccc1)(NC(=O)c1ccccc1F)C(F)(F)F (stereo not given)	-3.5	.
COC(=O)c1ccccc1NC(=O)NCc1ccccn1	-32.6	-12.8
CN(C)c1ccc(C(=O)OCc2ccc(Br)cc2)cc1	-0.4	.
COc1ccccc1CNC(=O)CCS(=O)(=O)c1cccc2nonc12	-6.6	.
O=S(CC(O)COCc1ccc(Cl)cc1)c1ccccn1 (stereo not given)	5.2	-1.8
CCOC(=O)c1cccc(NC(=O)CCS(=O)(=O)c2cccc3nsnc23)c1	.	-1.7
CC(C)(C)NC(=O)c1ccc(NC(=O)C2COc3ccccc3O2)cc1 (stereo not given)	-6.1	-7.4
CCOC(=O)N1CCN(C(=O)CSc2nc3c(c(=O)n2-c2ccccc2OC)SCC3)CC1	1.2	-15.1
CCCn1c(=O)c(F)cn(Cc2ccc(OC)c([N+](=O)[O-])c2)c1=O	-11.8	.
Cc1c(NC(=O)CC2CC(C)OC2=O)c(=O)n(-c2ccccc2)n1C (stereo not given)	12.5	3.7
Cc1ccc(NC(=O)C(=O)c2c(-c3ccccc3)cc3ccccn23)cc1S(=O)(=O)N1CCOCC1	13.2	.
CN(C(=O)COC(=O)c1nc(-c2ccccc2)n(-c2ccccc2)n1)C1CCS(=O)(=O)C1 (stereo not given)	-9.5	2.0

2 consecutive compounds out of the list so far, quoted:
compound	RmlC RmlD mix	RT RNaseH block
COc1ccc(NC(=O)CC2COc3ccccc3O2)c(OC)c1 (stereo not given)	6.7	.
COc1cc(CNCCO)ccc1OC1CCCC1	4.0	.

High-throughput results from PubChem BioAssay.
